# Screens deposited in PubChem by Sanford-Burnham Center for Chemical Genomics.
# Jurkat NFkB inh: inhibitors of the PMA/ionomycin-induced NF-kB reporter in Jurkat cells; PMA/ionomycin-induced NF-kB luciferase reporter, luminescence; 0.53% of 330,000 active; inhibition, % at 4 µM
# SENP7 inh: blocks the human protease SENP7; 1.5% of 330,000 active; inhibition, % at 5 µM; recombinant SENP7, Z-RLRGG-aminoluciferin luminescence, 40 min;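 active means inhibition above about 50% at the single test dose, limit read from the data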;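 further: plate controls were DMSO with enzyme for no effect and no enzyme buffer wells for full effect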
# Target sequence (Q9BQF6 706-1050 limits assumed): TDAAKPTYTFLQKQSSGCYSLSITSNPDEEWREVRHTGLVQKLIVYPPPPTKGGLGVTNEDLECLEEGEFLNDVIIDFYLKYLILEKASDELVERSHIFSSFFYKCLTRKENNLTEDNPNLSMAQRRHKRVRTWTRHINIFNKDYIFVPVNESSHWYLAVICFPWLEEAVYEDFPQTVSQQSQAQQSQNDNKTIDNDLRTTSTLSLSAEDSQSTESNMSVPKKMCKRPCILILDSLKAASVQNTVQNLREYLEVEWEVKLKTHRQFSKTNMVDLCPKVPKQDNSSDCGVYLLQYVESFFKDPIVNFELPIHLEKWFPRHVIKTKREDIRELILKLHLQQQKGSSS
# HKDC1 inh: blocks human hexokinase HKDC1 activity; inhibition, % at 20 µM; recombinant HKDC1, G6PDH/diaphorase resazurin coupled fluorescence; AID 493160; 0.16% of 340,000 active;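 active means inhibition above about 35% when tested at 20 µM, limit read from the data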;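 further: plate controls were DMSO wells with enzyme for no effect and DMSO wells lacking enzyme for full effect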
#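 Assay system: recombinant HKDC1 hexokinase; detection: coupled resazurin fluorescence, excitation 525 nm, emission 613 nm; benchmarks: DMSO-plus-enzyme-mix negative control, buffer-substituted positive control; compound dosing: single 20 µM dose; schedule: 90 min at room temperature in dark; also added: glucose plus 1 mM ATP as hexokinase substrates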
# Gli-Sufu block: Gli-Sufu pathway antagonism. Sufu-KO-LIGHT fibroblasts, Gli luciferase reporter luminescence. inhibition, % at 5 µM. 0.74% of 340,000 active. AID 588413;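 active means inhibition above about 55%, limit read from the data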;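 further: 0% = DMSO-treated cells and 100% = wells with medium but no cells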
# 697 NFkB inh: lowers PMA/ionomycin-induced NF-kB signal in 697 B cells; inhibition, % at 4 µM; 697 B-cell NF-kB luciferase reporter, 16 h; AID 435022; 0.33% of 330,000 active; in the data active means inhibition above about 35%
# Apaf-1 inh: inhibitors of human Apaf-1 apoptosome; O14727; 0.71% of 330,000 active; reconstituted apoptosome caspase-3 activity, DEVD-Rh110 fluorescence; AID 489030; inhibition, % at 20 µM; active means inhibition of at least 40% at 20 µM;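 further: plate controls were DMSO wells for no effect and DEVD-CHO caspase inhibitor wells for full effect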
#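 Material: biochemical Apaf-1 apoptosome reconstitution. Medium: Hepes buffer, pH 7.5. Also added: cytochrome c activation, bis-DEVD rhodamine 110 substrate. Timing: 30 min compound preincubation, 50 min activation, room temperature. Measured by: rhodamine 110 fluorescence at Ex 480/Em 540 nm.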
# UBC13 inh: blocks human UBC13 polyubiquitin chain formation. P61088. TR-FRET. inhibition, % at 20 µM. 0.47% of 330,000 active; in the data active means inhibition above about 45%, passing the limit was not always enough
# Target sequence (P61088 whole entry, looked up): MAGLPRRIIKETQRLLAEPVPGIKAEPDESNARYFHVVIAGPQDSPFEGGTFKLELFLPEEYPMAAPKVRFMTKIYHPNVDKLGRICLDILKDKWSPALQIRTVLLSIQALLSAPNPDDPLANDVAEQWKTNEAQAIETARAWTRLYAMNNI
# SENP8 inh: inhibitors of human SENP8 protease. inhibition, % at 10 µM. purified SENP8, Z-RLRGG-aminoluciferin cleavage, luminescence. Q96LD8. 1.2% of 330,000 active
# Target sequence (Q96LD8 whole entry, looked up): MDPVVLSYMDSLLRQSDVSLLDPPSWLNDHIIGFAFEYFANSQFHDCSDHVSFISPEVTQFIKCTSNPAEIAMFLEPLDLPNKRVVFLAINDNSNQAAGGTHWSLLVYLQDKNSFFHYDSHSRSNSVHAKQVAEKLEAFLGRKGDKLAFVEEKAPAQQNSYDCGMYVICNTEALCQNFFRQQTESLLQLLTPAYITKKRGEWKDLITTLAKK
# An asterisk follows results filed as active; nt = no result given. Unless noted, no stated cut-off is given here; in the data, active means inhibition above about 50%; inactive means the rest.
SMILES,Jurkat NFkB inh,SENP7 inh,HKDC1 inh,Gli-Sufu block,697 NFkB inh,Apaf-1 inh,UBC13 inh,SENP8 inh
Cc1nn2c(=O)cc(CSc3ccccc3NC(=O)c3ccccc3F)nc2s1,8,7,6,-21,-9,8,-5,-1
CC(C)[C@H](NC(=O)c1ccccc1)C(=O)OCC(=O)Nc1ccc(S(=O)(=O)N2CCOCC2)cc1,-7,-11,-8,12,-8,4,-30,-12
C/C(CC(=O)Nc1cc(Cl)ccc1C)=N\NC(=O)C(=O)N1CCCC1,-16,-2,-7,-7,-27,14,-9,-3
CCN1CCN(c2nc3ccccc3nc2C(C#N)S(=O)(=O)c2ccc(C)c(C)c2)CC1 (configuration not stated),-10,18,-7,7,0,24,-9,26
CCCCC(=O)Nc1ccc(C(=O)N2CCN(c3ccccc3OC)CC2)cc1,9,11,-10,-5,-1,-2,0,6
CCOC(=O)c1sc(NC(=O)CNCc2cccnc2)c(C(=O)OCC)c1C,-12,5,-1,-5,-8,24,0,-6
O=C(COc1ccc2c(c1)CCC2)NCc1cccc(Cl)c1,-12,-5,7,-4,4,7,-3,-9
Cc1c(C(=O)N2CCCCC2)oc2ccc(Br)cc12,-76,-3,-4,-62,-60,16,1,-9
CNC(=O)Nc1nnc(C(C)(C)C)s1,5,-8,-6,31,21,1,-5,-9
COc1cccc(C(=O)Nc2cccc(NC(C)=O)c2)c1,-15,-5,-4,-10,11,-20,4,-9
CCC(=O)N/N=C(\C)CC(=O)Nc1cccc([N+](=O)[O-])c1,15,3,-2,-18,-8,-4,-4,1
O=C(NCC(=O)N1CCC2(CC1)NCCc1[nH]cnc12)c1ccc2ccccc2c1,18,-3,2,-7,13,-9,0,8
CN(C(=O)CSc1nnc(-c2ccc(C(C)(C)C)cc2)n1C)C1CCS(=O)(=O)C1 (configuration not stated),-3,6,-5,3,-10,-2,-4,-3
CC(C(=O)Nc1ccccc1Cl)N(c1ccccc1)S(C)(=O)=O (configuration not stated),3,6,-16,-1,6,3,4,3
CCCCC(=O)Nc1cc(C)c(NC(=O)c2cccs2)cn1,-4,-1,-2,13,-5,-21,-7,-6
CCCN(C(=O)c1cn(CC)c2nc(C)ccc2c1=O)c1c(N)n(Cc2ccccc2)c(=O)[nH]c1=O,15,0,8,-8,6,-19,-9,9
O=c1[nH]c2c(oc3ccccc32)c(=O)n1Cc1ccccc1,12,7,-8,nt,19,0,3,4
Cc1cc(C)cc(NS(=O)(=O)c2ccc(NC(=O)c3ccccc3C(=O)O)cc2)c1,-12,0,3,2,-15,-11,0,2
Cc1nn(Cc2ccc(Cl)cc2)c(C)c1NC(=O)c1ccc([N+](=O)[O-])cc1,16,2,-6,-2,26,-2,7,-2
COc1ccc(N(CC(=O)Nc2cccnc2)S(=O)(=O)c2ccccc2)cc1Cl,18,-3,-3,15,7,5,6,0
CC(C)CN(C(=O)c1cc(=O)[nH]c2ccccc12)c1c(N)n(Cc2ccccc2)c(=O)[nH]c1=O,14,5,-2,2,-15,0,-7,1
O=C(NCC1CC1)Nc1cccc(Cl)c1,-24,8,-5,-14,-6,-1,3,-10
Cc1nnc(C)c2c(C)n(C(c3ccccc3)c3ccccc3)c(C)c12,2,1,-8,7,2,0,13,4
Nn1c(SCC(=O)Nc2ccc3c(c2)OCCO3)nnc1C(F)(F)F,13,8,1,6,7,2,-12,4
CC(=O)c1c(C)[nH]c(C(=O)NCc2cccc(Cl)c2)c1C,6,1,-2,-1,-39,3,-17,-5

# In another format: results already given.
Structure | Jurkat NFkB inh | SENP7 inh | HKDC1 inh | Gli-Sufu block | 697 NFkB inh | Apaf-1 inh | UBC13 inh | SENP8 inh
C/C(CC(=O)Nc1cc(Cl)ccc1C)=N\NC(=O)C(=O)N1CCCC1 | -16 | -2 | -7 | -7 | -27 | 14 | -9 | -3
CCN1CCN(c2nc3ccccc3nc2C(C#N)S(=O)(=O)c2ccc(C)c(C)c2)CC1 (configuration not stated) | -10 | 18 | -7 | 7 | 0 | 24 | -9 | 26
CCCCC(=O)Nc1ccc(C(=O)N2CCN(c3ccccc3OC)CC2)cc1 | 9 | 11 | -10 | -5 | -1 | -2 | 0 | 6
CCOC(=O)c1sc(NC(=O)CNCc2cccnc2)c(C(=O)OCC)c1C | -12 | 5 | -1 | -5 | -8 | 24 | 0 | -6
O=C(COc1ccc2c(c1)CCC2)NCc1cccc(Cl)c1 | -12 | -5 | 7 | -4 | 4 | 7 | -3 | -9
Cc1c(C(=O)N2CCCCC2)oc2ccc(Br)cc12 | -76 | -3 | -4 | -62 | -60 | 16 | 1 | -9

# Continuation:
SMILES,Jurkat NFkB inh,SENP7 inh,HKDC1 inh,Gli-Sufu block,697 NFkB inh,Apaf-1 inh,UBC13 inh,SENP8 inh
COCC(=O)N[C@@H]1c2cc(OC)c(OC)cc2C[C@H]1OCc1ccccc1,nt,10,-10,-2,12,7,nt,nt
CCOC(=O)c1cc(-c2nnc(-c3ccc(Cl)cc3)o2)c(C)nc1C,2,1,-4,4,10,11,21,3
Cc1ccc(C(=O)n2cnnc2N)cc1,1,-7,-2,18,-8,2,2,-14
Cc1ccc(S(=O)(=O)Nc2nnc(C(C)(C)C)s2)cc1,-8,-7,-7,4,-9,-2,3,-1
COCCOC(=O)c1c(C)nc(SCC(=O)Nc2ccc(OC)cc2)c(C#N)c1-c1ccco1,1,3,3,0,7,1,9,1
COc1cccc(NC(=O)CSc2nc3ccccc3c(=O)n2CCCC(=O)N2CCCC2)c1,-6,1,-3,12,20,-2,16,-1
Cc1ccc(S(=O)(=O)N2CCC(C(=O)OCC(=O)N3CCC(C)CC3)CC2)cc1C,-5,2,0,-10,17,8,2,10
CCn1c(SCC(=O)Nc2ccc(C)cc2)nc2nc3c(cc2c1=O)COC(C)(C)C3,-2,3,0,4,4,-4,5,-2
COc1ccc(CCSc2nnc(C3CCCCC3)n2N)cc1,5,-3,-15,-19,12,6,-6,-11
COc1cccc(NC(=O)CSc2nc3c([nH]c4ccccc43)c(=O)n2C)c1,-10,-3,-6,11,0,-4,-12,-10
O=C(CN(c1ccccc1)S(=O)(=O)c1ccccc1[N+](=O)[O-])NN=C1CCCCCCC1,3,-9,0,4,18,-12,2,-2
Cc1ccc(NC(=O)c2cc(S(=O)(=O)N(C)C)ccc2N2CCCC2)cc1F,-13,-1,2,15,9,20,-6,2
O=C(NCC1CCCCC1)c1cc(S(=O)(=O)N2CCOCC2)ccc1F,8,-1,5,-2,4,-5,-1,14
CCOc1cc(C(=S)N2CCOCC2)ccc1OS(=O)(=O)c1ccc(C)cc1,-3,4,-2,11,-4,14,0,-5
CC1CCN(CC(=O)Nc2ccc(S(=O)(=O)N3CCCC(C)C3)cc2)CC1 (configuration not stated),-8,-9,-1,15,-16,16,-1,-10
CCOC(=O)N1CCC(NC(=O)CS(=O)(=O)Cc2nc(-c3ccc(C)cc3)oc2C)CC1,2,4,2,10,-10,12,5,1
COc1ccc(CNC(=O)CCCOc2cc(=O)n(C)c3ccccc23)cc1,-1,-5,0,7,6,3,5,2
COc1ccc(OC)c(C(O)c2coc3ccc(O)c(CN4CCOCC4)c23)c1 (configuration not stated),-5,3,-10,3,-18,0,-11,4
Cc1ccc(NC(=O)N2CCC(O)(c3cccnc3)CC2)cc1,-9,-4,7,10,-7,7,-5,-6
COC(=O)c1cc2oc(C)cc2n1CC(=O)Nc1ccc(C)c(C)c1,21,3,-4,-8,-7,-8,-1,-4
COc1ccc(C(CNC(=O)COc2cc(C)c(Cl)c(C)c2)N2CCCCC2)cc1 (configuration not stated),21,-2,-2,15,-19,20,14,-2
COc1ccccc1OCC(=O)N1CCCC(Nc2ccc(C)c(C)c2)C1 (configuration not stated),-5,-12,8,-4,-37,16,-6,-4
NC(=O)CSc1nnc(-c2ccco2)n1N,-2,-10,7,2,-5,-16,-12,-8
O=C(NCc1cccnc1)C(=O)NCC1OCCN1S(=O)(=O)c1ccc(F)cc1 (configuration not stated),16,-1,-7,5,2,-2,-7,-1
Cn1c(N)c(C(=O)COC(=O)C2CC(=O)N(Cc3ccccc3)C2)c(=O)n(C)c1=O (configuration not stated),-19,7,-2,10,-9,1,1,-5
# Further entries:
SMILES,Jurkat NFkB inh,SENP7 inh,HKDC1 inh,Gli-Sufu block,697 NFkB inh,Apaf-1 inh,UBC13 inh,SENP8 inh
Cc1cccc2cc3c(nc12)-c1ccccc1C3=O,-27,-2,1,-21,-30,9,7,-1
CC1CCCC(NC(=O)c2nn(C)c3c2CS(=O)(=O)c2ccccc2-3)C1C (configuration not stated),-4,15,2,11,-4,2,-3,-2
CN(C)CCNC(=O)/C=N/O,-8,-10,-11,-7,-7,0,-12,-6
O=C(Nc1ccccc1[N+](=O)[O-])c1nc[nH]c1C(=O)NCCO,21,2,-2,4,19,6,1,7
Nc1ccc(-n2cc(-c3ccccc3)[nH]c2=S)cc1,-41,4,-3,-18,-13,8,0,-11
COC(=O)c1ccccc1NC(=S)N1CCOCC1,-7,2,-2,-5,3,-12,1,-3
O=S(=O)(c1cccs1)N1CN(Cc2cccs2)c2nc3ccccc3nc21,-10,5,10,3,-9,9,-3,5
O=C(Cc1ccc(Cl)cc1)Nc1ccccc1N1CCN(C(=O)c2ccccc2)CC1,-3,9,1,21,-38,11,-2,-10
COc1ccc2c(c1)c(C(=O)CN1CCC3(CC1)OCCO3)c(C)n2C,12,-4,2,2,20,-3,11,-4
CC(C)=CCCC1(C)C=Cc2c(ccc3c2[nH]c2cc(O)c(C)cc23)O1 (configuration not stated),-20,1,6,-3,-19,8,21,-10
CCOc1ccc(N/C(C)=C\C(=O)c2ccc3c(c2)OCCO3)cc1,-78,-13,-1,-111,-47,16,-2,-8
CC1CCCN(C(=O)C2CCN(S(=O)(=O)c3cccc4cccnc34)CC2)C1 (configuration not stated),-9,-4,-3,-1,10,-6,-2,-3
CCOC(=O)c1sc2cc([N+](=O)[O-])cc(SCC(=O)OC)c2c1N,-18,11,-3,8,3,8,-72,5
Cc1cc(N2C(=O)c3ccc(C(=O)Nc4ccc(O)cc4C(=O)O)cc3C2=O)no1,-21,4,7,6,-18,13,-12,0
CCSc1nnc(NC(=O)c2nn(C(C)C)c(=O)c3ccccc23)s1,-14,7,-3,6,-5,23,-7,8
NNc1ncnc2c1cnn2-c1ccccc1,-8,3,-7,3,-4,4,-5,2
Cc1ccc(S(=O)(=O)NN2C(=O)c3ccccc3NC2c2ccccc2O)cc1 (configuration not stated),4,8,-3,1,3,17,10,2
CCOc1ccc2nc(N(CCN(CC)CC)C(=O)c3cccc([N+](=O)[O-])c3)sc2c1,-9,-4,1,13,1,-21,17,-6
CCOc1ccc(/C=C/C2=Cc3c(sc(NC(=O)CSc4n[nH]c(N)n4)c3C#N)C(C)(C)C2)cc1,6,3,1,8,9,5,-24,-5
CCOc1ccccc1OCCC(=O)OCC(=O)c1ccc[nH]1,4,-3,-12,-1,14,-4,8,2
Brc1c(NC2=NCCN2)ccc2nccnc12,1,10,nt,nt,28,25,-10,6
CC(C)CC1c2[nH]c3ccccc3c2CCN1C(=O)C1CCOCC1 (configuration not stated),-7,4,-9,3,17,-2,3,5
CC(=O)Oc1ccc2nc(-c3ccc(Br)o3)oc(=O)c2c1,6,8,16,4,23,7,17,5
COc1cccc(CN(CC(=O)NC2CCCC2)C(=O)c2csnn2)c1,-11,2,-7,-11,1,1,-7,-2
Cc1ccc(N=Cc2ccc[nH]2)c(O)c1,-45,-5,7,-17,-55,18,-31,-10
CCN(C(=O)CSc1nnc(C)n1-c1ccccc1)C1CCS(=O)(=O)C1 (configuration not stated),4,1,9,-4,9,-2,-12,-6
CCOCCCN(C(=O)c1snc(C(N)=O)c1N)C(C(=O)NC1CCCC1)c1ccc(O)c(OC)c1 (configuration not stated),-3,-10,0,-20,-3,9,4,-7
Cc1ccc(-c2nnc(Nc3ccc(O)cc3)c3ccccc23)cc1S(=O)(=O)NCCO,4,11,-1,9,-10,-3,-7,-6
CCOC(=O)c1sc(NC(=O)CSc2nc(C)cc(C(F)(F)F)n2)c(C#N)c1C,12,6,-21,5,0,-8,-5,0
